Screens deposited in PubChem BioAssay by several laboratories.
Fam108B inh: mouse Fam108B serine hydrolase inhibitors, primary screen, counter-screen for RBBP9 inhibitor project, biochemical, fluorescence polarization | recombinant Fam108B, FP-Rh probe fluorescence polarization | inhibition, % at 9.51 µM | actives 0.33% (n = 300,000) | AID 1947, 2009;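 active = inhibition above the screen mean inhibition plus 3 SD, computed separately per campaign, cut at about 18% in these data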;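 note: inhibitors lower polarization as less probe binds the enzyme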
Bcl-xL primary: inhibitors of human Bcl-xL, primary screen, biochemical, fluorescence polarization, HTS. Bcl-2-like protein 1 (Homo sapiens), Q07817. GST-Bcl-xL / FITC-Bim BH3 peptide fluorescence polarization. inhibition, % at 10.9 µM. actives 0.7% (n = 320,000). AID 2129, 2009;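 active = inhibition above the mean of all tested compounds plus 3 SD, cutoff set per campaign, cut at about 30% in these data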;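 note: 0% = DMSO wells and 100% = unlabeled Bim-BH3 peptide competitor; inhibitors lower millipolarization by displacing the labeled peptide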
ZTA DNA inh: counter-screen for EBNA-1 inhibitors: inhibitors of Epstein-Barr virus ZTA; P03206; ZTA-DNA binding, fluorescence polarization; inhibition, % at 11 µM; actives 0.15% (n = 320,000); in the data active = inhibition above about 33%
Target sequence (P03206 whole entry, looked up): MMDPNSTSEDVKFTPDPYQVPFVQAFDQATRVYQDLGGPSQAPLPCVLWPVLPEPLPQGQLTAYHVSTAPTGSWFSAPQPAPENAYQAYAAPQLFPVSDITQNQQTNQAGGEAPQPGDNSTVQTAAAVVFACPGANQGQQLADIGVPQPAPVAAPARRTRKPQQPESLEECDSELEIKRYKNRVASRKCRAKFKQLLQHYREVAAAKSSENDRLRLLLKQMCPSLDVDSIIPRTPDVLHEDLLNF
Yeast superoxide: reduction of superoxide in aged yeast, primary screen, HTS | S. cerevisiae aged cells, superoxide DHE fluorescence; active compounds read low | superoxide response (% of plate mean), % at 10 µM | actives 0.18% (n = 330,000) | AID 2690, 2010;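 active = superoxide response under a set limit, about three screen SD below normal, cut at about 65% in these data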;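 note: yeast aged for seven days with compound at 30 °C before DHE staining; 100% = average MFI of all compound-treated wells on the plate with controls excluded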
GLD-1 TGE inh: GLD-1/TGE RNA complex disruptors, primary screen, biochemical, fluorescence polarization. purified GLD-1 + fluorescein TGE RNA. inhibition, % at 5.96 µM. actives 0.44% (n = 320,000). AID 2280, 2010;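 active = percent inhibition above a per-plate cutoff, the plate mean of test compounds plus 3 SD, cut at about 30% in these data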;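 note: 0% = DMSO wells with GLD-1 and probe and 100% = wells lacking GLD-1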
Efflux pump mplx: inhibitors of Candida efflux pumps in yeast, primary screen, S. cerevisiae, Nile Red, multiplex. S. cerevisiae Candida pump triplex. inhibition, % at 10 µM. actives 0.44% (n = 330,000);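 active = plate passing quality check with inhibition over a set limit, or well fluorescence over plate mean plus 4 SD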;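 note: Nile Red retained in pooled yeast measured as flow cytometry median fluorescence; 0% = buffer negative control and 100% = Enniatin B positive control; higher means more Nile Red kept so more efflux inhibition; some compounds called inactive have numbers as strong as hits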
EBNA-1 inhibitor: EBNA-1 DNA-binding inhibitors, primary screen, biochemical, fluorescence polarization | AID 1950, 2009 | actives 0.34% (n = 300,000) | inhibition, % at 14.8 µM; in the data active = inhibition above about 28%
MCL1-BIM inh: inhibitors of MCL1 binding to BIM-BH3, primary screen, biochemical, fluorescence polarization | Induced myeloid leukemia cell differentiation protein Mcl-1 (Homo sapiens), Q07820 | GST-MCL1 / FITC-Bim-BH3 fluorescence polarization | inhibition, % at 10.9 µM | actives 0.68% (n = 320,000) | AID 2057, 2009;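 active = inhibition above the mean inhibition of all tested compounds plus 3 SD, set per campaign, cut at about 40% in these data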;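 note: 0% = DMSO wells and 100% = unlabeled Bim-BH3 peptide control; higher means more loss of mP so more displacement of Bim peptide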
Target sequence (Q07820 whole entry, looked up): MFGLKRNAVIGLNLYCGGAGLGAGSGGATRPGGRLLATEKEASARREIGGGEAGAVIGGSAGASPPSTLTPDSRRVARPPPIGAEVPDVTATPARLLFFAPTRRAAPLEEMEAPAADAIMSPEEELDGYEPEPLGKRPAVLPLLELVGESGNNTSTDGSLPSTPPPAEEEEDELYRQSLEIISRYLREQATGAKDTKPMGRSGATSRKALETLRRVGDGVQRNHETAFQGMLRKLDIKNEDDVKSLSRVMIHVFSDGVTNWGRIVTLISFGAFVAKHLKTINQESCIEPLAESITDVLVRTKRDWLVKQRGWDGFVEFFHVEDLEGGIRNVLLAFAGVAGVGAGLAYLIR
MEX-5 binding: MEX-5 zinc finger RNA-binding disruptors – biochemical, C. elegans, fluorescence polarization, MLPCN library, primary screen; Zinc finger protein mex-5 (Caenorhabditis elegans), Q9XUB2; MEX-5/FITC-TCR2 RNA binding; active compounds read low; activity score (negative = inhibition of binding), % at 10 µM; actives 0.38% (n = 300,000); AID 1832, 2009;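 active = inhibition past about -25% in most replicates, and total fluorescence under double the plate's negative control median, limit read from the data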;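 note: 0% = DMSO and -100% = 5 µM competing unlabeled TCR2 RNA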
Target sequence (Q9XUB2 whole entry, looked up): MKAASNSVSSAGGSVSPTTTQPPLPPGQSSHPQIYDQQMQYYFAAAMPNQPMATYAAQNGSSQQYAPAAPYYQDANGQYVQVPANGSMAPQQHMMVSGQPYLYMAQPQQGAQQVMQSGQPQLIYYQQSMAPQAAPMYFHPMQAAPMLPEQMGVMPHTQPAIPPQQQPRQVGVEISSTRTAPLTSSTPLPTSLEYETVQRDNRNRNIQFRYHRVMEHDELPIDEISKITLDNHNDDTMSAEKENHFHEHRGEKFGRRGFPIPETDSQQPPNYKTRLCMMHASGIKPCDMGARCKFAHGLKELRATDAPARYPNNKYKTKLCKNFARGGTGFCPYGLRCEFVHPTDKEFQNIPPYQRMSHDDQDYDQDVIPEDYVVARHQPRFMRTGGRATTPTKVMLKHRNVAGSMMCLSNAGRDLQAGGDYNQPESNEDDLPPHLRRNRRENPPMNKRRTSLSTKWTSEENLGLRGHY
Active calls of the source: *; · = not tested or not shown.

1	Cc1ccc(OCc2cc(C(=O)NC3CCOC3)no2)cc1C (stereo not drawn)
2	CCN(CC#CCC1(O)c2ccccc2-c2ccccc21)CCO
3	CCOc1ccc(-c2cc(CCCC(=O)NCCc3ccccc3)no2)cc1
4	CCSc1nnc(NC(=O)[C@@H](NC(=O)c2ccccc2F)C(C)C)s1
5	O=C(O)c1ccccc1C(=O)OCCc1cc2ccccc2c(=O)o1
6	CCCC(CCC)C(=O)Nc1ccc2c(c1)N(C(=O)CCN1CCN(C)CC1)c1ccccc1CC2

assay / compound	1	2	3	4	5	6
Fam108B inh	5	0	1	-1	·	0
Bcl-xL primary	5	1	2	1	3	5
ZTA DNA inh	-9	-6	2	-7	3	3
Yeast superoxide	99	103	125	100	103	87
GLD-1 TGE inh	3	4	2	-2	0	-8
Efflux pump mplx	0.0	0.1	-0.2	0.0	-0.2	-0.1
EBNA-1 inhibitor	-7	-3	11	-1	·	-3
MCL1-BIM inh	-1	-4	3	-3	6	5
MEX-5 binding	1.0	-0.8	0.7	2.4	·	-1.5

7	CCOC(=O)C1CCCN(Cc2ccccc2C)C1 (stereo not drawn)
8	O=C(Cc1ccccc1)N[C@@H](Cc1ccccc1)c1nc2ccccc2[nH]1
9	Cc1ccc(CNC(=O)C2CCC(=O)N(CC3CCCCC3)C2)o1 (stereo not drawn)
10	COCCN1CC(C(=O)NCc2ncccc2C)CCC1=O (stereo not drawn)
11	O=C(CN(C1CCCCC1)S(=O)(=O)c1ccccc1)NCc1cccnc1
12	Cc1cc(C)c(S(=O)(=O)N2CCCC(C(=O)NC3CCCC3)C2)c(C)c1 (stereo not drawn)

assay / compound	7	8	9	10	11	12
Fam108B inh	5	-3	1	-3	-1	-1
Bcl-xL primary	3	1	3	-2	8	7
ZTA DNA inh	-1	-3	5	-7	-25	-13
Yeast superoxide	82	93	96	99	111	101
GLD-1 TGE inh	-1	4	3	5	-3	4
Efflux pump mplx	0.1	0.0	-0.1	-0.2	0.0	0.0
EBNA-1 inhibitor	-4	13	3	4	-2	-5
MCL1-BIM inh	2	3	9	-2	3	0
MEX-5 binding	1.3	-0.3	-0.2	-0.3	0.1	0.1

13	CC(C)(C)NC(=O)c1ccc(COc2ccc(Cl)cc2Cl)o1
14	O=C(c1ccc(F)c(S(=O)(=O)N2CCOCC2)c1)N1CCN(c2ncccn2)CC1
15	C=CCN(c1ccccc1)S(=O)(=O)c1cccc(C(=O)NCC2CCCO2)c1 (stereo not drawn)
16	Cc1ccc(C(=O)CSc2nnc(-c3ccncc3)n2C)cc1
17	Cc1cnc(C(=O)OCC(=O)NC2CCCCC2)cn1
18	CCCCOCP(=O)(CC)COCCCC

assay / compound	13	14	15	16	17	18
Fam108B inh	-1	·	2	1	-2	-1
Bcl-xL primary	1	-4	0	2	3	4
ZTA DNA inh	-11	-14	6	-4	-13	9
Yeast superoxide	94	121	90	96	105	100
GLD-1 TGE inh	-3	-1	-4	0	7	6
Efflux pump mplx	0.1	-0.1	1.9	0.0	-0.1	0.1
EBNA-1 inhibitor	-15	·	-5	4	11	-1
MCL1-BIM inh	-2	-11	1	6	-6	7
MEX-5 binding	1.4	·	-1.4	0.4	-0.5	-3.4

19	CCOc1cc(C(=O)NC2=NCCS2)cc(OCC)c1OCC
20	COCCCNC(=O)C1CC(=O)N(Cc2ccc(OC)cc2)C1 (stereo not drawn)
21	CC(NC(=O)CCNC(=O)c1ccco1)c1ccccc1 (stereo not drawn)
22	Cc1ccccc1CC(=O)Nc1cccnc1
23	O=C(c1cc(S(=O)(=O)N2CCOCC2)ccc1F)N(CCc1ccccc1)Cc1ccccc1
24	CC(=O)c1cccc(NC(=O)c2ccccc2N(C)S(=O)(=O)c2ccc(C)cc2)c1

assay / compound	19	20	21	22	23	24
Fam108B inh	6	-4	3	-3	5	2
Bcl-xL primary	7	1	1	3	-6	6
ZTA DNA inh	-3	-8	-3	-23	-6	0
Yeast superoxide	93	105	97	111	109	106
GLD-1 TGE inh	-1	5	4	-3	1	4
Efflux pump mplx	0.1	0.0	0.0	-0.1	0.0	0.0
EBNA-1 inhibitor	-13	-10	4	-15	-2	-4
MCL1-BIM inh	1	-6	0	15	-17	6
MEX-5 binding	0.5	0.9	2.4	0.5	-3.6	-0.7

25	Cc1ccc(NC(=S)N(CCN(C)C)C(C)c2ccco2)cc1Cl (stereo not drawn)
26	COc1ccccc1N1CCN(c2cnccn2)CC1
27	CCCCn1c(N)c(N(CC(C)C)C(=O)C2CC(=O)N(Cc3ccccc3)C2)c(=O)[nH]c1=O (stereo not drawn)
28	COc1cc(OC)cc(C(=O)Nc2ccc3nc4n(c(=O)c3c2)CCCCC4)c1
29	O=Cc1ccc(OC(=O)c2cc(Cl)nc3ccccc23)cc1
30	Cn1c(C(=O)N2CCCc3ccccc32)cc2sccc21

assay / compound	25	26	27	28	29	30
Fam108B inh	-3	-1	-1	0	4	2
Bcl-xL primary	7	1	-3	2	2	9
ZTA DNA inh	17	6	-25	3	-5	10
Yeast superoxide	70	103	108	91	107	83
GLD-1 TGE inh	-6	-5	10	0	6	-6
Efflux pump mplx	0.0	0.1	0.0	-0.1	0.0	0.0
EBNA-1 inhibitor	9	-3	-12	8	-11	14
MCL1-BIM inh	10	-4	-10	-1	6	6
MEX-5 binding	-1.2	-0.7	1.0	-2.4	0.9	0.9

31	CC(=O)NC(C)C(=O)OCC(=O)c1ccc(Cl)s1 (stereo not drawn)
32	CCOC(=O)C1CCN(c2c(NCc3ccc(C(=O)N(C)Cc4ccccc4)cc3)c(=O)c2=O)CC1
33	COc1cccc(-c2nc(CS(=O)(=O)CC(=O)N3CCCCC3)c(C)o2)c1
34	CCC(CO)NCC#Cc1ccccc1 (stereo not drawn)
35	C=CCc1ccc(OCCOCCOc2ccccc2[N+](=O)[O-])c(OC)c1
36	CCOC(=O)N1CCC(NS(=O)(=O)c2ccc3c(c2)CCN3C(C)=O)CC1

assay / compound	31	32	33	34	35	36
Fam108B inh	3	0	-1	0	0	2
Bcl-xL primary	10	-1	2	5	6	1
ZTA DNA inh	-18	-10	-3	-1	3	-5
Yeast superoxide	105	110	74	100	96	90
GLD-1 TGE inh	-2	3	5	7	10	3
Efflux pump mplx	-0.1	-0.1	0.0	0.0	0.2	-0.1
EBNA-1 inhibitor	-8	3	-9	2	-7	2
MCL1-BIM inh	3	13	1	7	3	-4
MEX-5 binding	-1.6	1.0	2.9	-1.1	2.8	1.3

37	CCN(C(=O)C1CCCCC1)c1nnc(-c2cccnc2)s1
38	COC(=O)c1ccc(CSc2nnc(-c3ccccc3)n2C)o1
39	CCOC(=O)C1CCN(C(=O)CSc2nc(N)cc(=O)[nH]2)CC1
40	CN(c1ccc2nc3ccccc3c(=O)n2n1)C1CCCCC1
41	O=C(O)CCC(=O)N1CCN(c2nc(-c3ccccc3)c3cc(Br)ccc3n2)CC1
42	CN(C)CCCN(C(=O)c1ccc(S(=O)(=O)N(C)C)cc1)c1nc2ccc(F)cc2s1

assay / compound	37	38	39	40	41	42
Fam108B inh	-1	-4	4	-4	-1	2
Bcl-xL primary	2	-3	-1	9	7	-1
ZTA DNA inh	8	5	8	-16	9	6
Yeast superoxide	111	102	88	135	103	96
GLD-1 TGE inh	4	-11	2	4	2	-2
Efflux pump mplx	0.2	0.1	-0.1	0.0	0.0	-0.1
EBNA-1 inhibitor	-2	-9	7	-7	4	9
MCL1-BIM inh	-1	-7	-2	5	15	3
MEX-5 binding	0.8	1.5	-1.7	-3.3	-1.4	1.8

43	OCC1(O)OC[C@@H](O)[C@H]1O (stereo partly drawn)
44	O=C(c1nc2ccccn2c1CN1CCCC(O)C1)N1CCN(C2CCCCC2)CC1 (stereo not drawn)
45	COc1c(S(=O)(=O)NCCN2CCOCC2)ccc(Cl)c1Cl
46	CC1(C)CC(NCc2ccccc2)CCO1 (stereo not drawn)
47	CCOC(=O)c1sc2cc([N+](=O)[O-])cc(SCC(C)C)c2c1N
48	CC(C)c1ccc(CN(C)C(=O)c2ccc(S(=O)(=O)NCc3ccco3)cc2)cc1

assay / compound	43	44	45	46	47	48
Fam108B inh	1	3	-3	1	-2	·
Bcl-xL primary	7	23	-1	7	-15	-2
ZTA DNA inh	11	17	1	-13	5	7
Yeast superoxide	81	100	87	93	99	107
GLD-1 TGE inh	-7	9	4	6	-26	-3
Efflux pump mplx	0.1	0.1	-0.1	-0.2	0.0	0.3
EBNA-1 inhibitor	7	9	-2	5	4	·
MCL1-BIM inh	-3	18	-2	4	-47	3
MEX-5 binding	0.8	-9.0	1.4	-0.5	3.2	·

49	CCN1CCCC(OC(=O)C(c2ccccc2)c2ccccc2)C1 (stereo not drawn)
50	CCCCc1ccc(NC(=S)NCCc2ccc(F)cc2)cc1
51	Cc1cc(C(=O)CSc2nc(N)cc(=O)[nH]2)ccc1F
52	CCn1c(SCC(=O)Nc2nnc(C)s2)nnc1-c1ccco1
53	Cn1c(=O)n(C)c2cc(C(=O)Nc3ccc(Br)cc3)ccc21
54	Cc1cccc(OC(=O)CCN2C(=O)C3C4C=CC(C5CC45)C3C2=O)c1C (stereo not drawn)

assay / compound	49	50	51	52	53	54
Fam108B inh	-1	-9	6	6	1	2
Bcl-xL primary	1	3	3	-1	9	3
ZTA DNA inh	1	15	3	2	-19	1
Yeast superoxide	100	111	83	80	75	98
GLD-1 TGE inh	2	9	-3	-4	14	-5
Efflux pump mplx	0.0	0.5	-0.2	-0.2	0.0	-0.1
EBNA-1 inhibitor	4	2	-5	-5	-4	3
MCL1-BIM inh	-10	7	10	3	9	-2
MEX-5 binding	·	0.5	-2.9	1.8	-1.2	2.1

55	Cc1cc(C)n(CCc2nc(-c3ccc(C(C)(C)C)cc3)cs2)n1
56	Cc1oc2c(c1C(=O)NCc1cc(C(=O)O)co1)CCCC2
57	COc1ccc(NC(=O)COC(=O)C2CC2)cc1S(=O)(=O)N1CCCCC1
58	Clc1cccc(Cl)c1Cn1c(-c2cccnc2Cl)nc2ccccc21
59	O=CNCCCc1nc2ccccc2n1Cc1cccc2ccccc12
60	Cc1ccc(C(=O)NC(=S)Nc2nc(-c3cccc([N+](=O)[O-])c3)cs2)c(Cl)c1
61	CCCCCC(=O)Nc1cc2[nH]c(=O)cc(COC)c2cc1C
62	CCCCN(CCCC)CC(O)COc1ccc(Br)cc1 (stereo not drawn)
63	C=CCOC(=O)C1C(=O)CC(C)(O)C(C(=O)OCC=C)C1c1ccc(OCC)cc1 (stereo not drawn)

assay / compound	55	56	57	58	59	60	61	62	63
Fam108B inh	-3	-1	·	4	2	-9	-3	5	0
Bcl-xL primary	5	1	-8	0	3	12	3	12	2
ZTA DNA inh	7	0	12	-9	7	-2	-3	7	2
Yeast superoxide	96	111	109	106	99	112	104	90	111
GLD-1 TGE inh	0	6	2	1	5	2	-5	2	5
Efflux pump mplx	-0.1	0.1	0.0	0.0	0.0	0.0	-0.1	-0.2	0.0
EBNA-1 inhibitor	0	-4	·	-8	-9	6	7	0	-10
MCL1-BIM inh	10	-1	-13	2	7	5	6	5	-1
MEX-5 binding	1.6	0.1	·	0.2	-0.7	-0.8	-4.2	0.7	3.6
